MC4R antagonist – MC4R antagonists of cAMP signaling, primary screen, cell-based, TR-FRET, antagonist arm of biased-ligand search | Melanocortin receptor 4 (Homo sapiens), P32245 | MC4R-expressing cells, MTII-stimulated cAMP, LANCE TR-FRET | inhibition, % at 6.5 µM | 0.48% of 360,000 active;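 active = inhibition above its plate's cutoff, the mean of tested wells on that plate plus 3 SD, cut at about 29% in these data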;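 also: 0% = Melanotan II alone and 100% = Melanotan II plus saturating MCL0020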
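Assay system: U2OS-MC4R stable cell line; Also added: Melanotan II; Technique: Eu-cAMP/anti-cAMP TR-FRET, emission 671 nm; Times: 30-min compound, 1-h challenge, 1-h detection, room temperature.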
NOD2 RIPK2 PPI – NOD2-RIPK2 binding disruptors in cells, primary screen, fluorescence, CHO cells, BLA complementation; Receptor-interacting serine/threonine-protein kinase 2 (Homo sapiens), O43353; CCF4 ratio; inhibition, % at 4.98 µM; 0.38% of 360,000 active; AID 624267, 2012; in the data active = inhibition above about 21%;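 also: 0% = vehicle only and 100% = reference blocker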
NR2F2 inh – NR2F2 transcriptional activity inhibitors, primary screen, cell-based, luciferase reporter, HEK293T, luminescence | COUP transcription factor 2 (Homo sapiens), P24468 | 0.7% of 370,000 active | inhibition, % at 8.6 µM | AID 686940, 2013 | HEK293T NGFI-A luciferase reporter;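 active = inhibition above a per-plate cutoff, mean inhibition of test wells between control levels plus 3 SD, cut at about 38% in these data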;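 also: cells cotransfected with COUP-TFII expression vector driving the NGFI-A reporter; 0% = median of COUP-TF2 test wells and 100% = reporter-only cells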
NCOA1 inh – SRC1 coactivator transcriptional activity inhibitors, primary screen, cell-based, luminescence; Nuclear receptor coactivator 1 (Homo sapiens), Q15788; HEK293 GAL4-SRC1 luciferase reporter; 0.12% of 360,000 active; AID 588354, 2011; inhibition, % at 3.6 µM;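 active = inhibition above the campaign mean plus 3 SD, with each screening campaign given its own cutoff, cut at about 60% in these data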;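 also: 0% = DMSO treated cells and 100% = gossypol at 36 µM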
ABHD5-PLIN5 inh – ABHD5-PLIN5 interaction inhibitors, primary screen, cell lysate, split luciferase complementation, luminescence. Perilipin-5 (Homo sapiens) + 1-acylglycerol-3-phosphate O-acyltransferase ABHD5 (Homo …. Split G. princeps luciferase complementation, 4 h. inhibition, % at 4 µM. 0.78% of 360,000 active;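 active = inhibition above the mean inhibition across every tested compound plus 3 SD, cut at about 22% in these data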;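 also: 0% = DMSO only wells and the 100% control is not disclosed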
TLR9-MyD88 block – inhibitors of TLR9-MyD88 association in cells, primary screen, cell-based, CHO, BLA complementation, fluorescence. CCF4 FRET ratio. 0.21% of 340,000 active. inhibition, % at 4.98 µM. Toll-like receptor 9 (Homo sapiens) + Myeloid differentiation primary response protein …;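 active = inhibition above the mean over all tested compounds plus 3 SD, cut at about 21% in these data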;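 also: 0% = DMSO only wells and 100% = clavulanate BLA inhibitor control wells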
NCOA2 inhibitor – inhibition of GAL4-SRC2 driven luciferase reporter, primary screen, SRC2 inhibitor project, cell-based, luminescence; Nuclear receptor coactivator 2 (Homo sapiens), Q15596; HEK293 GAL4-SRC2 luciferase reporter; inhibition, % at 9 µM; 0.17% of 370,000 active; AID 651957, 2012;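 active = inhibition above the mean inhibition of all tested compounds plus 3 SD, set per campaign, cut at about 52% in these data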;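 also: 0% = DMSO treated cells and 100% = cells given Gossypol at 36 µM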
SRC3 inh – SRC3 coactivator transcriptional activity inhibitors, primary screen, cell-based, luminescence. Nuclear receptor coactivator 3 (Homo sapiens), Q9Y6Q9. HEK293 GAL4-SRC3 luciferase reporter. inhibition, % at 3.6 µM. 0.17% of 360,000 active;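 active = inhibition above a per-campaign cutoff, the mean of all compounds plus 3 SD, cut at about 60% in these data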;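 also: 0% = DMSO-treated cells and 100% = gossypol-treated cells at 36 µM; higher means less SRC3-driven luciferase light from the GAL4 reporter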
Target sequence (Q9Y6Q9 whole entry, looked up, the tested form may be a part): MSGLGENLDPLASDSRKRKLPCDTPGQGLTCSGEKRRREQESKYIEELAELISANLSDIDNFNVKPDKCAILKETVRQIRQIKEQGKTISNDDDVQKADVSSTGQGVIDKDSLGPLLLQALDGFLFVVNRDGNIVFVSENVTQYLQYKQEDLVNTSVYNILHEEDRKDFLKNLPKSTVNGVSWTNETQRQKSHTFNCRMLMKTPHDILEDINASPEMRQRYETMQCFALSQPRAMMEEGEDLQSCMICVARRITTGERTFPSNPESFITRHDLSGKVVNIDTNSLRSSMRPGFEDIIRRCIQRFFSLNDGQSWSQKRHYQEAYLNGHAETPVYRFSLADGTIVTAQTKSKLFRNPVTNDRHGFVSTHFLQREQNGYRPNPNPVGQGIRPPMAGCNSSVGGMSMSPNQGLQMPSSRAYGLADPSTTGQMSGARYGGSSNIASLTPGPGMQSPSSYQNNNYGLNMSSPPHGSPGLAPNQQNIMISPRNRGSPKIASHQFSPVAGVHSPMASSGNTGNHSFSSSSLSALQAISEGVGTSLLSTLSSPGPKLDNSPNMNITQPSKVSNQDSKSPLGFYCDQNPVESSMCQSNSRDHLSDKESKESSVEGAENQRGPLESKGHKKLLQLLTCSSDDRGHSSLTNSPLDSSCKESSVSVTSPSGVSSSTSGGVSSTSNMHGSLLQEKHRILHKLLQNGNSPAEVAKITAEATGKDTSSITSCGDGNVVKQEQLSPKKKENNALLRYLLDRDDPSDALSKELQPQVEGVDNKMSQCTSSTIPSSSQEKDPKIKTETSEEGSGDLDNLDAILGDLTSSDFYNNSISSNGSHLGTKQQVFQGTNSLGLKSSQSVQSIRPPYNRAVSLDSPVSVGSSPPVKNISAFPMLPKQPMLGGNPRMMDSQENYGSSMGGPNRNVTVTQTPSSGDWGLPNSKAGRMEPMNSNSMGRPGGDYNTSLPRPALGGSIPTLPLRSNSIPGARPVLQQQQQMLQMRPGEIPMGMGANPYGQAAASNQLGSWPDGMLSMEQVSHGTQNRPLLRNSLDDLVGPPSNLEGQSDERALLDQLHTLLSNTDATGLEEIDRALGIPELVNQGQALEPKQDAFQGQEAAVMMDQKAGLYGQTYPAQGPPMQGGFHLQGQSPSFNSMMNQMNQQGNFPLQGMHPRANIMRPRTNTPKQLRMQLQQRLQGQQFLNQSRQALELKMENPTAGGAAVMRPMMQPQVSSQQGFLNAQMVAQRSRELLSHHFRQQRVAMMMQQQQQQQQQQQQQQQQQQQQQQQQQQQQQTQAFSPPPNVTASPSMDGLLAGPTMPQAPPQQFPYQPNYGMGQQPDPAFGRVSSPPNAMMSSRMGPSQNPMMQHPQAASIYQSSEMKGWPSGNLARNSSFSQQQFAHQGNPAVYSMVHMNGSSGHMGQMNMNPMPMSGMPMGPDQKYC
LRH-1 inv ag – LRH-1 (NR5A2) inverse agonists, primary screen, cell-based, luminescence, HEK293T, StAR-luciferase reporter; Nuclear receptor subfamily 5 group A member 2 (Homo sapiens), O00482; LRH-1 transfected, 24 h; inhibition, % at 3.6 µM; 0.13% of 360,000 active;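 active = inhibition above the mean inhibition of all tested compounds plus 3 SD, cut at about 73% in these data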;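 also: 0% = DMSO wells and 100% = reporter-only cells lacking LRH-1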
LMP1 NFkB inh – EBV LMP1-driven NF-kappaB luciferase reporter inhibitors, primary screen, cell-based, luminescence, single point; LMP1-induced NF-kappaB luciferase reporter cells; inhibition, % at 12.5 µM; 0.69% of 350,000 active; in the data active = inhibition above about 41%;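 also: 0% = neutral control wells and 100% = reference inhibitor control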
MC4R barr agon – MC4R agonists recruiting beta-arrestin, primary screen, cell-based, luminescence, agonist arm of biased-ligand search; AID 540308, 2011; 0.98% of 360,000 active; activation, % at 8.9 µM; U2OS MC4R beta-arrestin complementation; percent of melanotan II response, DMSO zero;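 active = activation above a per-plate cutoff, the mean activation of sample wells on that plate plus 3 SD, cut at about 8% in these data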
An asterisk follows results filed as active; nt = not tested or not shown. An excerpt. The share of hits here may be higher or lower than overall.

SMILES	MC4R antagonist	NOD2 RIPK2 PPI	NR2F2 inh	NCOA1 inh	ABHD5-PLIN5 inh	TLR9-MyD88 block	NCOA2 inhibitor	SRC3 inh	LRH-1 inv ag	LMP1 NFkB inh	MC4R barr agon
C=CCn1c(CSc2ccc(C)cc2)n[nH]c1=S	8	-2	-4	-1	9	-8	-10	-3	7	-2	-6.4
COC(=O)c1ccc(N)nc1	4	4	-7	0	-1	0	12	7	11	-7	-2.8
CCOC(=O)c1c(NC(=O)CSc2nc3ccccc3o2)sc(C(C)=O)c1C	-1	-1	13	-38	-1	6	-5	-10	-15	2	-2.1
CCCn1c(N)c(C(=O)COC(=O)CNC(=O)c2ccc(C)c(C)c2)c(=O)n(C)c1=O	9	5	7	-29	-6	7	-15	-6	0	-3	-3.4
CCNC(=O)NC(=O)CSc1nc2ccccc2n1CC(C)C	-2	-2	10	-4	-6	3	3	11	3	6	-0.1
Cc1c(C#N)c(SCC(N)=O)nc2c1CCCC2	5	2	14	-1	6	-6	-18	25	11	-4	-1.1
COC(=O)[C@@]12C[C@@H](CC(=O)N3CCN(C(=O)c4ccco4)CC3)C(=O)N(CCc3ccc(OC)c(OC)c3)C1=CCC(C)(C)C2	nt	-15	5	nt	5	nt	-6	nt	-20	nt	nt
COC(=O)C1=C(C)NC(=O)C1(NS(=O)(=O)c1ccc(C)cc1)C(F)(F)F (configuration not stated)	11	3	6	6	-2	-1	4	3	-12	11	1.0
COCCNC(=O)c1cc(OC)c(OC)cc1[N+](=O)[O-]	3	-7	12	4	-2	7	16	11	3	5	-1.5
COc1cc2c(cc1OC)CN(C(=O)/C=C/c1ccccc1[N+](=O)[O-])CC2	5	-5	21	6	3	-8	-5	-4	0	4	0.4
CS(=O)(=O)N1CCN(c2ccc(NC(=O)CSc3nnc(-c4ccco4)o3)cc2)CC1	1	-8	10	4	2	2	28	-3	51	-6	-1.6
CCOC(=O)N1CCN(Cc2nc3cc([N+](=O)[O-])ccc3n2CC)CC1	3	-10	-21	7	5	3	-19	-10	-1	0	0.5
O=C(OCC(=O)N(C1CCCCC1)C1CCCCC1)c1cnccn1	1	-6	16	0	-1	7	-14	-9	11	-9	1.7
Cc1cc(C)c(OCC(=O)OCC(=O)N(C)C2CCS(=O)(=O)C2)c(C)c1 (configuration not stated)	-4	11	-9	9	-8	-3	-5	6	-18	-6	-2.3
Cc1cc(F)ccc1S(=O)(=O)N1CCCOC1CNC(=O)C(=O)NC1CCCC1 (configuration not stated)	8	12	-18	-6	-5	-3	28	-4	-29	-3	-2.8
COc1ccc(/C(C)=N/OCC(=O)N2CC3(C)CC2CC(C)(C)C3)cc1 (configuration not stated)	7	-10	9	-6	3	2	15	14	25	13	-1.9
CCCN1CCN(C(=O)Nc2ccc(OCC)cc2)CC1	9	3	9	2	-3	-3	8	14	8	5	-2.9
Cc1ccc(S(=O)(=O)N2CCOCC2)cc1C(=O)Nc1cc(Cl)ccc1N1CCOCC1	-1	-3	-2	-18	3	-10	-15	-5	-3	0	0.3
COc1ccc(OCCCC(=O)Nc2cccc(C(C)=O)c2)cc1	10	0	15	9	-3	1	11	10	4	2	-1.8
CC(=O)OCC1=C(C(=O)O)N2C(=O)C(NC(=O)c3ccc(COc4cccc(Cl)c4Cl)o3)C2SC1 (configuration not stated)	3	12	0	-13	17	-4	-20	0	-12	-3	0.6

Part of the list above in order of length of the SMILES, low to high:
SMILES	MC4R antagonist	NOD2 RIPK2 PPI	NR2F2 inh	NCOA1 inh	ABHD5-PLIN5 inh	TLR9-MyD88 block	NCOA2 inhibitor	SRC3 inh	LRH-1 inv ag	LMP1 NFkB inh	MC4R barr agon
COC(=O)c1ccc(N)nc1	4	4	-7	0	-1	0	12	7	11	-7	-2.8
C=CCn1c(CSc2ccc(C)cc2)n[nH]c1=S	8	-2	-4	-1	9	-8	-10	-3	7	-2	-6.4
CCCN1CCN(C(=O)Nc2ccc(OCC)cc2)CC1	9	3	9	2	-3	-3	8	14	8	5	-2.9
COCCNC(=O)c1cc(OC)c(OC)cc1[N+](=O)[O-]	3	-7	12	4	-2	7	16	11	3	5	-1.5
CCOC(=O)c1c(NC(=O)CSc2nc3ccccc3o2)sc(C(C)=O)c1C	-1	-1	13	-38	-1	6	-5	-10	-15	2	-2.1
COc1ccc(/C(C)=N/OCC(=O)N2CC3(C)CC2CC(C)(C)C3)cc1 (configuration not stated)	7	-10	9	-6	3	2	15	14	25	13	-1.9
COc1cc2c(cc1OC)CN(C(=O)/C=C/c1ccccc1[N+](=O)[O-])CC2	5	-5	21	6	3	-8	-5	-4	0	4	0.4
CS(=O)(=O)N1CCN(c2ccc(NC(=O)CSc3nnc(-c4ccco4)o3)cc2)CC1	1	-8	10	4	2	2	28	-3	51	-6	-1.6
COC(=O)[C@@]12C[C@@H](CC(=O)N3CCN(C(=O)c4ccco4)CC3)C(=O)N(CCc3ccc(OC)c(OC)c3)C1=CCC(C)(C)C2	nt	-15	5	nt	5	nt	-6	nt	-20	nt	nt

Next compounds.
SMILES	MC4R antagonist	NOD2 RIPK2 PPI	NR2F2 inh	NCOA1 inh	ABHD5-PLIN5 inh	TLR9-MyD88 block	NCOA2 inhibitor	SRC3 inh	LRH-1 inv ag	LMP1 NFkB inh	MC4R barr agon
Cc1ccc(/C=C/C2=NN(C)C(=O)CC2)cc1	-2	-6	-48	-87	0	12	-49	-60	-99	-22	-0.2
C/C=C/C(=O)Nc1nnc(C(C)C)s1	3	-12	-18	6	-2	16	3	-3	14	-5	-1.3
CC1CC(C)CN(S(=O)(=O)N2CCC(C(=O)NCCC3=CCCCC3)CC2)C1 (configuration not stated)	8	-2	3	-10	4	-3	-10	-7	-3	1	-1.1
CCCCN(C)C(=O)C1CCN(Cc2cccnc2)CC1	5	-1	-20	-4	0	11	14	1	-1	7	-2.3
O=C(C1=C[C@@H](c2ccc(C(F)(F)F)cc2)C[C@@H](OCCCCO)O1)N1CCN(Cc2ccc3c(c2)OCO3)CC1	9	8	nt	7	4	3	nt	-7	5	9	-0.1
Cc1ccc(S(=O)(=O)Nc2nc3n(n2)C(c2ccc(Cl)cc2)CC(=O)N3)cc1 (configuration not stated)	12	0	9	-6	1	-10	-2	5	-4	-2	-0.1
CC(C)(C)c1ccc(OCCCC(=O)NC2=NCCS2)cc1	2	0	10	-9	2	-2	27	-7	-2	0	-0.9
COc1ccc(NC(=O)CN2CCC(NC(=O)c3ccc(OC)cc3)CC2)cc1	-2	-10	-9	-20	9	2	14	1	-9	2	-0.7
CCOC(=O)CN(C(=O)CSc1nnc(C)n1-c1ccccc1)c1cccc([N+](=O)[O-])c1	5	16	-10	8	-6	1	6	11	14	-2	-0.4
Cc1ccc(-c2nc3cc(C)c(Br)c(C)n3c2Cc2cccc(F)c2)cc1	nt	-18	-25	-7	-3	nt	-26	-34	-72	nt	nt
CCOC(=O)C1(CC2CCCCO2)CCN(C(=O)Nc2ccc(SC)cc2)CC1 (configuration not stated)	-7	4	-7	-11	-5	2	-3	12	-11	-15	-3.0
COc1n[nH]c(C(=O)Nc2cc(F)ccc2C)c1[N+](=O)[O-]	16	-5	14	11	0	-2	5	7	-15	5	-2.1
O=C(NNC(=S)NC(=O)c1cccc([N+](=O)[O-])c1)c1ccc(O)cc1	6	1	6	0	-5	5	-2	3	15	0	2.4
COc1ccc(NC(=O)NCCCCc2ccccc2)cc1OC	3	-11	1	-5	-4	6	-11	9	8	5	-2.6
CC(C)(C)C(=O)OC/C(N)=N/OC(=O)c1ccc(Cl)c(Cl)c1	3	0	-9	-11	-8	-3	3	20	-3	-1	0.0
Cc1ccc2c(c1)c1c3n2CCN(CC#N)C3CCC1 (configuration not stated)	3	0	7	0	-11	-13	-16	-25	6	-3	-1.1
Cc1ccc(CNC(=O)c2ccc[nH]2)cc1	10	2	-3	-7	0	-1	-8	7	12	1	-0.8
Fc1ccccc1Cc1ccc(Cl)nn1	21	-18	-10	-2	3	5	-13	-1	-12	3	0.5
Cc1ccc2c(cnn2C(=O)CCC(=O)N2CCCCC2C)c1 (configuration not stated)	10	0	5	-7	2	-4	-13	-31	4	-3	0.2
COc1ccc(N(C(=O)c2cccnc2)S(=O)(=O)c2ccccc2)cc1	-2	-6	0	3	5	0	-7	-1	-2	4	0.6
CCCN(CCC)CC(=O)Nc1cccc2c1OCO2	0	-4	-7	-8	3	3	-15	22	2	0	-0.4
O=c1cc(NS(=O)(=O)c2ccccc2)nc(SCc2ccc(Cl)cc2)[nH]1	12	-25	-1	0	-1	-1	-8	18	-1	10	-1.0
CC(=O)Nc1ccc(C2Nc3ccccc3C(=O)N2C2CCCCC2)cc1 (configuration not stated)	5	1	-18	-25	2	-7	-38	-14	-21	-14	-1.6
Cc1nc2ccc(Cl)cn2c1C(=O)NN	3	1	-1	-21	0	0	13	10	4	-2	-2.2
CSc1ccc(/C=C/C(=O)N2CCCN(C)CC2)cc1	-9	9	-13	-17	4	7	-43	-16	-11	-13	-4.8
COc1ccc(-c2cn3nc(SCC(=O)NC4CCCCC4)ccc3n2)cc1	16	-13	-48	-86	-2	-3	-73	-142	-135	-6	8.0
CCN1C(=S)N[C@@H](c2ccccc2)C(C(=O)OC)=C1C	3	2	-5	-5	-10	4	-5	4	-22	1	-1.1

Compound activity (PubChem BioAssay)
